Assay outcomes deposited in PubChem by several laboratories.
hgDAF12 agonist – agonists of H. glycines DAF-12 nuclear receptor; activation, % at 6.8 µM; 370,000 compounds, 1.8% hits; HEK293 GAL4-hgDAF12 UAS-luciferase reporter, agonist luminescence; normalized to butyrate control;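 active = activation above a cutoff set at the mean of all screened compounds plus 3 SD, cut at about 10% in these data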;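 note: 0% = DMSO wells and 100% = sodium butyrate wells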
PLC-beta3 inh – PLC-beta3 (human) inhibition, primary screen. Q01970. Purified PLC-beta3, fluorogenic substrate, fluorescence. inhibition, % at 12.2 µM. 370,000 compounds, 0.18% hits. AID 720704; in the data active = inhibition above about 11%;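 note: 0% = median of compound wells on plate and 100% = full blocker control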
SMARCA2 act – activators of SMARCA2 function; 370,000 compounds, 1% hits; MG213 cells, MMTV-luciferase reporter, dexamethasone, overnight; activation, % at 9.1 µM; AID 652017; in the data active = activation above about 7.8%;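 note: 0% = vehicle wells and 100% = reference activator wells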
DAX1 inh-1 – DAX1 (NR0B1) inhibition, primary screen; HEK293T StAR-luciferase reporter, SF-1/DAX-1 repression relief; inhibition, % at 6.8 µM; 370,000 compounds, 1.1% hits; AID 652010;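 active = inhibition above the mean over all tested compounds plus 3 SD, cut at about 3.6% in these data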;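 note: 0% = DAX-1 cells with DMSO and 100% = cells lacking DAX-1 with DMSO; higher inhibition means more luminescence from relief of DAX-1 repression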
DAX1 inh-2 – NR0B1 (DAX1) inhibition; P51843; HEK293 Gal4-DAX1 luciferase reporter, luminescence; inhibition, % at 6.75 µM; 340,000 compounds, 0.99% hits; AID 504766;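 active = inhibition above the mean over all tested compounds plus 3 SD, cut at about 4.2% in these data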;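 note: 0% = DAX1-transfected cells with DMSO and 100% = empty-vector control cells with DMSO; inhibition shows as a rise in luminescence from relieved DAX1 repression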
Target sequence (P51843 207-470 limits assumed): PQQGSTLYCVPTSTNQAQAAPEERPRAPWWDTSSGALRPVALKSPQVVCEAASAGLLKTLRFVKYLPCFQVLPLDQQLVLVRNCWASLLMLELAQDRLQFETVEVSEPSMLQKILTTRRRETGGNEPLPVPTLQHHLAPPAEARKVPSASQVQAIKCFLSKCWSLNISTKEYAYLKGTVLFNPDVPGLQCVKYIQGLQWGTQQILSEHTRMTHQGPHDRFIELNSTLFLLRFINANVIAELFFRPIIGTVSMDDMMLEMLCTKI
GAA850 FXN act – frataxin GAA850 promoter activation; HEK293 lucGAA850 FXN promoter luciferase reporter, 24 h; percent of 10 µM SAHA response; activation, % at 6 µM; 360,000 compounds, 0.56% hits; AID 540364;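 active = activation above the average of all compounds screened plus 3 SD, cutoff fixed separately per campaign, cut at about 7.5% in these data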;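 note: 0% = DMSO wells and 100% = 10 µM SAHA wells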
hcDAF-12 act – activators of H. contortus DAF-12 nuclear receptor; HEK293 hcDAF-12 lit1-tk-luc reporter, luminescence; 0% DMSO, 100% Δ7-dafachronic acid; activation, % at 6.8 µM; 370,000 compounds, 1.4% hits; AID 652067;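 active = activation above the mean of all tested compounds plus 3 SD, cut at about 5.5% in these data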;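 note: 100% = response to 3 µM Δ7-dafachronic acid high control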
ssDAF12 agonist – S. stercoralis DAF-12 activation, primary screen; HEK293 ssDAF-12/GRIP1 lit1-tk-luc reporter, luminescence; % of 3 µM dafachronic acid response; activation, % at 6.8 µM; 370,000 compounds, 1% hits;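 active = activation above the mean over all tested compounds plus 3 SD, cut at about 0.9% in these data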;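 note: 0% = DMSO-only wells and 100% = 3 µM delta7-dafachronic acid wells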
sPLA2-III inh – Inhibits HGIII-sPLA2 liposome hydrolysis, primary screen | QFRET BODIPY PC-A2 liposome hydrolysis, fluorescence | inhibition, % at 12.2 µM | 370,000 compounds, 0.56% hits | AID 743126;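 active = inhibition above mean plus 3 SD of compounds lying within the high and low control bounds, cut at about 19% in these data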;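 note: 0% = median of test compound wells and 100% = no enzyme DMSO wells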
PG9 binder – binds the HIV-1 gp120 antibody PG9; inhibition, % at 6.7 µM; TR-FRET gp120-PG9 antibody binding; AID 624416; 360,000 compounds, 0.43% hits; in the data active = inhibition above about 8.5%
Rev-erbA mod – modulators of human Rev-erb alpha DNA binding; AID 1259318; P20393; Rev-erbα–FITC-DNA binding, fluorescence polarization, 90 min; activity, % at 10 µM; 370,000 compounds, 0.79% hits;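 active = activity above about 14%, limit read from the data; passing the limit was not always enough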;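 note: 0% = DMSO wells with 35 nM protein and 100% = DMSO wells with 750 nM protein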
Target sequence (P20393 whole entry, looked up): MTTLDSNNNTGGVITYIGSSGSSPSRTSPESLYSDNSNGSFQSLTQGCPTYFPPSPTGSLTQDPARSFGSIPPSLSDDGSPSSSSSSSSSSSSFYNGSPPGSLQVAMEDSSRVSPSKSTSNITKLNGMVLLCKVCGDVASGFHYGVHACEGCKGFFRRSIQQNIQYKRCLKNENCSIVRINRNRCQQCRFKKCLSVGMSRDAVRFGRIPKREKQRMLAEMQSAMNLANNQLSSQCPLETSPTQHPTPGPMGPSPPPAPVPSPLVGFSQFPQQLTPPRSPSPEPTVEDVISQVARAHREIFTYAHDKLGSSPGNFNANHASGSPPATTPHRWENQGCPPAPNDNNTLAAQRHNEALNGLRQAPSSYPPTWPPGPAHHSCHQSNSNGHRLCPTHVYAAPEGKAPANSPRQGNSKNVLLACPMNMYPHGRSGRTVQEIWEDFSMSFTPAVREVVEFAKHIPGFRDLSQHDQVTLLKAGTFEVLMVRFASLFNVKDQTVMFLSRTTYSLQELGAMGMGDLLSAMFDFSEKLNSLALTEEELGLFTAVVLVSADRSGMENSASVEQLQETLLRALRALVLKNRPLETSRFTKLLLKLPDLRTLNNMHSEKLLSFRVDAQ
Active calls of the source: *.

What do the screens show for `CCc1ccccc1NC(=S)N(CCc1ccncc1)C(C)C`?
hgDAF12 agonist: 5.7; PLC-beta3 inh: -9; SMARCA2 act: -1; DAX1 inh-1: 1.3; DAX1 inh-2: 2.7; GAA850 FXN act: -1.0; hcDAF-12 act: -0.3; ssDAF12 agonist: -1.6; sPLA2-III inh: 0; PG9 binder: 1.1; Rev-erbA mod: -7

What do the screens show for `O=C(O)C1CCC(=O)N1C(=O)OCc1ccccc1` (stereo not given)?
hgDAF12 agonist: -0.7; PLC-beta3 inh: -4; SMARCA2 act: 0; DAX1 inh-1: -0.4; DAX1 inh-2: -0.7; GAA850 FXN act: 0.7; hcDAF-12 act: -1.7; ssDAF12 agonist: -0.8; sPLA2-III inh: 1; PG9 binder: -1.2; Rev-erbA mod: 5

How did COc1ccc(CCC(=O)NC(C)C2CCCO2)cc1 (stereo not given) do in these assays?
hgDAF12 agonist: 1.3; PLC-beta3 inh: -5; SMARCA2 act: 2; DAX1 inh-1: 0.7; DAX1 inh-2: -0.2; GAA850 FXN act: -0.8; hcDAF-12 act: -0.9; ssDAF12 agonist: -1.6; sPLA2-III inh: 0; PG9 binder: -0.6; Rev-erbA mod: -5

Results for CCOC(=O)N1CCN(CC(=O)Nc2nccs2)CC1 ?
hgDAF12 agonist: -0.6; PLC-beta3 inh: -16; SMARCA2 act: 0; DAX1 inh-1: 1.7; DAX1 inh-2: 0.3; GAA850 FXN act: 0.1; hcDAF-12 act: 0.1; ssDAF12 agonist: -0.7; sPLA2-III inh: -2; PG9 binder: 2.4; Rev-erbA mod: -1

What do the screens show for `OC[C@H]1O[C@@H](c2nc(-c3ccc(CN4CCOCC4)cc3)no2)[C@H](O)[C@@H](O)[C@H]1O`?
hgDAF12 agonist: 1.6; PLC-beta3 inh: 4; SMARCA2 act: 0; DAX1 inh-1: -0.2; GAA850 FXN act: -1.2; hcDAF-12 act: -1.9; ssDAF12 agonist: -1.0; sPLA2-III inh: -2; PG9 binder: -2.5; Rev-erbA mod: -8

Results for CCCCc1nnc(NC(=O)CSCc2cc(=O)n3c(C)csc3n2)s1 ?
hgDAF12 agonist: -2.1; PLC-beta3 inh: -13; SMARCA2 act: -2; DAX1 inh-1: -0.2; DAX1 inh-2: -0.4; GAA850 FXN act: 2.1; hcDAF-12 act: 2.1; ssDAF12 agonist: -0.9; sPLA2-III inh: 8; PG9 binder: -1.8; Rev-erbA mod: -3

How did COc1ccc(S(=O)(=O)Nc2nncs2)cc1 do in these assays?
hgDAF12 agonist: -1.8; PLC-beta3 inh: 8; SMARCA2 act: 4; DAX1 inh-1: 0.2; DAX1 inh-2: 0.3; GAA850 FXN act: 0.4; hcDAF-12 act: -0.8; ssDAF12 agonist: -1.0; sPLA2-III inh: -1; PG9 binder: -1.2; Rev-erbA mod: 0

Results for O=C(NCc1ccccc1)C1C2C=CC3(CN(Cc4cccnc4)C(=O)C13)O2 (stereo not given) ?
hgDAF12 agonist: 2.1; PLC-beta3 inh: 2; SMARCA2 act: -1; DAX1 inh-1: 0.1; DAX1 inh-2: -1.1; GAA850 FXN act: -0.8; hcDAF-12 act: -1.1; ssDAF12 agonist: -1.6; sPLA2-III inh: 3; PG9 binder: -2.1; Rev-erbA mod: 1

Results for Cc1cccc(C(=O)OCC(=O)N(C)C(c2ccccc2)c2ccccc2)c1[N+](=O)[O-] ?
hgDAF12 agonist: 2.0; PLC-beta3 inh: -8; SMARCA2 act: 1; DAX1 inh-1: -1.7; DAX1 inh-2: 2.2; GAA850 FXN act: -1.1; hcDAF-12 act: -2.0; ssDAF12 agonist: -1.3; sPLA2-III inh: -7; PG9 binder: -2.0; Rev-erbA mod: 0

Results for COc1ccc(/C=C(\NC(=O)c2ccc([N+](=O)[O-])cc2)C(=O)N2CCOCC2)cc1 ?
hgDAF12 agonist: 2.5; PLC-beta3 inh: 5; SMARCA2 act: -1; DAX1 inh-1: -0.9; DAX1 inh-2: -0.6; GAA850 FXN act: -0.3; hcDAF-12 act: -1.3; ssDAF12 agonist: -1.1; sPLA2-III inh: -3; PG9 binder: -0.9; Rev-erbA mod: 0

Results for Cc1nn(Cc2nnc(SCC(=O)Nc3ccc(Cl)cc3)n2C)c(C)c1[N+](=O)[O-] ?
hgDAF12 agonist: -0.9; PLC-beta3 inh: -3; SMARCA2 act: 0; DAX1 inh-1: -1.1; GAA850 FXN act: -2.4; hcDAF-12 act: -1.3; ssDAF12 agonist: -0.6; sPLA2-III inh: -13; PG9 binder: -3.4; Rev-erbA mod: -3

Results for CCc1c(C(=O)Nc2ccncc2)csc1C ?
hgDAF12 agonist: -3.6; PLC-beta3 inh: -3; SMARCA2 act: -4; DAX1 inh-1: -2.0; DAX1 inh-2: -1.6; GAA850 FXN act: -2.8; hcDAF-12 act: -3.3; ssDAF12 agonist: -2.2; sPLA2-III inh: -6; PG9 binder: 1.7; Rev-erbA mod: 9

Results for CCOC(=O)N1CCC(NC(=O)c2ccc(NC(=O)C3CCCO3)cc2)CC1 (stereo not given) ?
hgDAF12 agonist: 0.0; PLC-beta3 inh: 5; SMARCA2 act: 4; DAX1 inh-1: -0.7; DAX1 inh-2: -0.3; GAA850 FXN act: -0.6; hcDAF-12 act: 0.2; ssDAF12 agonist: -0.6; sPLA2-III inh: 6; PG9 binder: 0.0; Rev-erbA mod: -2

Results for O=C(Nc1nnc(C2CC2)s1)C1Cc2ccccc2CN1C(=O)c1ccco1 (stereo not given) ?
hgDAF12 agonist: 0.1; PLC-beta3 inh: -13; SMARCA2 act: -2; DAX1 inh-1: -0.2; DAX1 inh-2: -0.6; GAA850 FXN act: -0.2; hcDAF-12 act: 2.4; ssDAF12 agonist: -0.2; sPLA2-III inh: -6; PG9 binder: -1.7; Rev-erbA mod: -11

How did CC(C)N1CCc2c(sc(NC(=O)C(F)F)c2-c2nc3ccccc3s2)C1 do in these assays?
hgDAF12 agonist: 5.0; PLC-beta3 inh: inactive; hcDAF-12 act: 0.3; ssDAF12 agonist: -1.7; sPLA2-III inh: -6; Rev-erbA mod: 3

Results for COc1ccc(CNC(=O)[C@H](C)NC(=O)C2CCN(C(=O)[C@@H](N)Cc3ccccc3)CC2)cc1 ?
hgDAF12 agonist: 6.1; PLC-beta3 inh: 6; SMARCA2 act: 2; DAX1 inh-1: 0.9; DAX1 inh-2: 6.1*; GAA850 FXN act: -0.9; hcDAF-12 act: -1.4; ssDAF12 agonist: -1.3; sPLA2-III inh: 3; PG9 binder: -0.7; Rev-erbA mod: 1

Results for CCCC(=O)N(Cc1cc2cc(OC)ccc2[nH]c1=O)c1ccc(OC)cc1 ?
hgDAF12 agonist: 0.5; PLC-beta3 inh: -31; SMARCA2 act: -5; DAX1 inh-1: -0.9; DAX1 inh-2: -0.7; GAA850 FXN act: -3.5; hcDAF-12 act: -0.8; ssDAF12 agonist: -1.4; sPLA2-III inh: 9; PG9 binder: -1.0; Rev-erbA mod: -10

What do the screens show for `O=C(COC(=O)c1ccc(Br)o1)NC1CCCCC1`?
hgDAF12 agonist: -0.1; PLC-beta3 inh: -1; SMARCA2 act: 3; DAX1 inh-1: 0.2; DAX1 inh-2: 0.8; GAA850 FXN act: -0.5; hcDAF-12 act: -0.6; ssDAF12 agonist: -1.5; sPLA2-III inh: 4; PG9 binder: 0.9; Rev-erbA mod: -10

Results for CCOC(=O)N1CCC(NC(=O)c2ccc(CO)c(C(=O)NC3CCN(C(=O)OCC)CC3)c2)CC1 ?
hgDAF12 agonist: 4.0; PLC-beta3 inh: 2; SMARCA2 act: 2; DAX1 inh-1: 0.1; DAX1 inh-2: -1.0; GAA850 FXN act: 2.0; hcDAF-12 act: 0.1; ssDAF12 agonist: -0.5; sPLA2-III inh: 2; PG9 binder: -0.4; Rev-erbA mod: -4

What do the screens show for `CCn1ncc(/C=N/NS(=O)(=O)c2ccc(Cl)cc2)c1C`?
hgDAF12 agonist: 1.6; PLC-beta3 inh: 2; SMARCA2 act: 0; DAX1 inh-1: 0.7; DAX1 inh-2: 0.2; GAA850 FXN act: 2.6; hcDAF-12 act: 0.4; ssDAF12 agonist: -1.2; sPLA2-III inh: -5; PG9 binder: 0.2; Rev-erbA mod: 2

2 compounds picked at random from those above:
Results for O=C(Nc1nnc(C2CC2)s1)C1Cc2ccccc2CN1C(=O)c1ccco1 (stereo not given) ?
hgDAF12 agonist: 0.1; PLC-beta3 inh: -13; SMARCA2 act: -2; DAX1 inh-1: -0.2; DAX1 inh-2: -0.6; GAA850 FXN act: -0.2; hcDAF-12 act: 2.4; ssDAF12 agonist: -0.2; sPLA2-III inh: -6; PG9 binder: -1.7; Rev-erbA mod: -11

What do the screens show for `CCc1ccccc1NC(=S)N(CCc1ccncc1)C(C)C`?
hgDAF12 agonist: 5.7; PLC-beta3 inh: -9; SMARCA2 act: -1; DAX1 inh-1: 1.3; DAX1 inh-2: 2.7; GAA850 FXN act: -1.0; hcDAF-12 act: -0.3; ssDAF12 agonist: -1.6; sPLA2-III inh: 0; PG9 binder: 1.1; Rev-erbA mod: -7

Additional structures follow:
Results for CCCCn1nnnc1NCc1cc(OC)c(OC)cc1OC ?
hgDAF12 agonist: -3.6; PLC-beta3 inh: 0; SMARCA2 act: -1; DAX1 inh-1: -0.1; DAX1 inh-2: -0.9; GAA850 FXN act: 4.0; hcDAF-12 act: -2.4; ssDAF12 agonist: -1.7; sPLA2-III inh: 4; PG9 binder: 0.2; Rev-erbA mod: -2

How did O=C(NNC(=O)C1CC=CCC1)c1ccccc1O (stereo not given) do in these assays?
hgDAF12 agonist: 3.1; PLC-beta3 inh: -25; SMARCA2 act: 4; DAX1 inh-1: 0.6; DAX1 inh-2: -0.1; GAA850 FXN act: 1.0; hcDAF-12 act: 0.5; ssDAF12 agonist: -0.8; sPLA2-III inh: 2; PG9 binder: -1.8; Rev-erbA mod: -11

What do the screens show for `Oc1c(Br)cc(Br)cc1CNc1nccs1`?
hgDAF12 agonist: -1.0; PLC-beta3 inh: -7; SMARCA2 act: 1; DAX1 inh-1: 0.4; DAX1 inh-2: 0.1; GAA850 FXN act: 0.2; hcDAF-12 act: -1.2; ssDAF12 agonist: -0.8; sPLA2-III inh: -11; PG9 binder: -0.9; Rev-erbA mod: 6

How did CCSC(=Nc1ccccc1)Nc1ccccc1 do in these assays?
hgDAF12 agonist: 2.6; PLC-beta3 inh: -2; SMARCA2 act: -4; DAX1 inh-1: 0.1; DAX1 inh-2: -0.5; GAA850 FXN act: -0.5; hcDAF-12 act: -1.3; ssDAF12 agonist: -1.4; sPLA2-III inh: 0; PG9 binder: -0.7; Rev-erbA mod: 0

How did COc1ccc(CCC(C)NCc2ccccc2OC)cc1 (stereo not given) do in these assays?
hgDAF12 agonist: -1.2; PLC-beta3 inh: -9; SMARCA2 act: 3; DAX1 inh-1: -0.2; DAX1 inh-2: 1.5; GAA850 FXN act: 0.9; hcDAF-12 act: -1.4; ssDAF12 agonist: -1.3; sPLA2-III inh: -6; PG9 binder: -3.0; Rev-erbA mod: 3
